Assay outcomes from PubChem BioAssay.
proCasp3 act = procaspase-3 (human) activation; AID 463141; recombinant procaspase-3 D3A, Ac-DEVD-pNA absorbance 405 nm; P42574; 330,000 compounds, 0.11% hits; activation, % at 8.5 µM;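 active means activation above the mean of all tested compounds plus 3 SD, cut at about 21% in these data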;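 further: 0% = DMSO alone and 100% = DMSO wells spiked with extra 5 µM PC-3 D3A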
Target sequence (P42574 whole entry D9A/D28A/D175A): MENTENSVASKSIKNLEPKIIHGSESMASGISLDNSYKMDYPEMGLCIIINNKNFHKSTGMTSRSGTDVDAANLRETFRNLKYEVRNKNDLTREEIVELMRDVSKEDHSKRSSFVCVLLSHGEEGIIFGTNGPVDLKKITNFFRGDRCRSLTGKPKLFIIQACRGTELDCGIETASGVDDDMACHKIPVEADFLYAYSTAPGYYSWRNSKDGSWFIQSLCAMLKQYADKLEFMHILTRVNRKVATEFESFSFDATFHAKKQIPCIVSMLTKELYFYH
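Assay system – Procaspase-3 D3A mutant, all three cleavage aspartates alanine · Controls – DMSO-only low control, 5 µM PC-3 D3A high control · Schedule – 1 h compound preincubation, 2 h substrate hydrolysis at 25 °C · Signal – 405 nm absorbance of p-nitroaniline, reads at 0 and 120 min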
proCasp7 act = counter-screen for procaspase-3 activators: activators of human procaspase-7; P55210; recombinant procaspase-7, Ac-DEVD-pNA absorbance 405 nm; D23A/D198A/D206A triple mutant, cannot self-cleave; scale: DMSO 0, 5 µM enzyme 100; activation, % at 8.5 µM; 330,000 compounds, 0.093% hits;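 active means percent activation above the screen-wide mean plus 3 SD, cut at about 25% in these data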
Target sequence (P55210 whole entry D23A/D198A/D206A): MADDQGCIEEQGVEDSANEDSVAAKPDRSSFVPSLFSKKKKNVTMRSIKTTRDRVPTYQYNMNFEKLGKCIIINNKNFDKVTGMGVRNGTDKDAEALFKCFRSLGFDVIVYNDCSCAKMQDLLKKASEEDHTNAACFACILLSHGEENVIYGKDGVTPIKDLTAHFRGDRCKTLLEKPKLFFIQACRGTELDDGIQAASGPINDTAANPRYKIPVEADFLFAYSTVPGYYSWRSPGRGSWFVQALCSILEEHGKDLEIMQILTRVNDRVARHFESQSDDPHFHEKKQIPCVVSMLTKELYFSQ
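signal = Epi-absorbance of released pNA at 405 nm, two timepoints | assay system = Uncleavable procaspase-7 mutant enzyme | reagent = Ac-DEVD-pNA substrate, 400 µM as added | times = 1 h enzyme–compound preincubation and 2 h substrate reaction, both 25 °C | benchmarks = low DMSO alone, high DMSO plus 5 µM PC-7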
LAP4-GFP MLPCN = modulators of TOR pathway LAP4-GFP in S. cerevisiae; 320,000 compounds, 0.34% hits; S. cerevisiae LAP4-GFP multiplex, flow cytometry GFP, 3 h; median GFP as percent of DMSO wells; GFP response vs DMSO, % at 10 µM;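 active means GFP response vs DMSO above a set limit, about the screen mean plus 3 SD, cut at about 150% in these data; inconclusive means under 70 cell events counted for the yeast strain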
AHR activator = activates the human aryl hydrocarbon receptor; P35869; AHR-responsive luciferase reporter cells, luminescence; activation, % at 5 µM; 320,000 compounds, 2.5% hits; AID 2796; in the data active means activation above about 47%;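 further: 0% = vehicle wells and 100% = reference agonist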
Yeast superoxide = yeast age-related superoxide inhibition as caloric restriction mimetic; S. cerevisiae aged cells, superoxide DHE fluorescence; active compounds read low; superoxide response (% of plate mean), % at 10 µM; 330,000 compounds, 0.18% hits;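 active means superoxide response under a set limit, about three screen SD below normal, cut at about 65% in these data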;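 further: yeast aged for seven days with compound at 30 °C before DHE staining; 100% = average MFI of all compound-treated wells on the plate with controls excluded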
MEP2 TOR yeast = alters MEP2-GFP fluorescence in TOR pathway yeast screen; S. cerevisiae MEP2-GFP strain, flow cytometry GFP, 3 h; 100% = DMSO control level; GFP response vs DMSO, % at 10 µM; 330,000 compounds, 0.51% hits; AID 2016;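 active means GFP response versus DMSO above a set limit, roughly screen mean plus 3 SD, cut at about 180% in these data; inconclusive means fewer than 70 cells counted for a yeast strain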;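 further: median GFP fluorescence of the barcode-gated MEP2-GFP cells per well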
JMJD2C inh = inhibitors of human GASC-1 (JMJD2C) demethylase; Q9H3R0; GST-JMJD2C(1-420) H3K9me3 demethylation, DELFIA europium; inhibition, % at 2.35 µM; 330,000 compounds, 0.069% hits; AID 2099;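 active means more than half of a compound's replicate wells show inhibition beyond 50%, single wells judged on their own value; inconclusive means some, but no more than half, of replicates pass 50% inhibition; inactive means no replicate passes 50% inhibition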;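 further: signal counts dimethyl H3K9 product captured on neutravidin plate; 0% = median of DMSO wells and 100% = 0.3 times that DMSO median; strong numbers were not always called active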
Target sequence (Q9H3R0 1-420 limits assumed): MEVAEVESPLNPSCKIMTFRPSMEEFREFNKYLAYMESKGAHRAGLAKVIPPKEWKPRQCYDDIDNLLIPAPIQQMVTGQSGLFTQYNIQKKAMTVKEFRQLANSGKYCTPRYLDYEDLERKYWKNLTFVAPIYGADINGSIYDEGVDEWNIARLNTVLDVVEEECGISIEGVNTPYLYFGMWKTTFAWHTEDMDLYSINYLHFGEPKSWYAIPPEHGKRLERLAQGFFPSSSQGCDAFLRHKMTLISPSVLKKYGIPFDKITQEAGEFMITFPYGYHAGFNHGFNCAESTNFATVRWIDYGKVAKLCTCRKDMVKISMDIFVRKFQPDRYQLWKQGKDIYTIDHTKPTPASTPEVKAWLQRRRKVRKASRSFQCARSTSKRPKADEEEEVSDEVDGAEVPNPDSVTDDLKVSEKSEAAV
RPL19A-GFP yeast = yeast TOR pathway RPL19A-GFP modulation; 330,000 compounds, 0.3% hits; S. cerevisiae RPL19A-GFP strain, flow cytometry, 3 h; active compounds read low; percent response vs DMSO, % at 10 µM;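 active means percent response vs DMSO below 50%; inconclusive means fewer than 70 events counted for the yeast strain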;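 further: median channel GFP fluorescence of the barcoded RPL19A-GFP strain; ratio of sample median GFP to plate DMSO average so 100% = DMSO; lower means less RPL19A-GFP as with rapamycin TOR inhibition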
* = called active by the depositor; ? = inconclusive; · = not tested or not shown; & = joins results of further samples; [ ] = dose if it differs, or a comment. Compounds as they come; any-hit rate near 3.8%.

SMILES | proCasp3 act | proCasp7 act | LAP4-GFP MLPCN | AHR activator | Yeast superoxide | MEP2 TOR yeast | JMJD2C inh | RPL19A-GFP yeast
Cc1ccc(S(=O)(=O)Cc2ccc(C(=O)NCCc3ccccc3)o2)cc1 | -4 | 6 | 106 | 3 | 115 | 109 | 64 | 106
Cc1cc(C(=O)NC2CC(C)(C)Cc3c2cnn3-c2ccccc2)n[nH]1 (centres undefined) | 6 | 7 | 74 | 0 | 93 | 97 | 7 | 103
COc1cc(/C=N/NC(=O)CNS(=O)(=O)c2ccc(C)cc2)cc(OC)c1OC | 4 | -1 | 99[may fluoresce violet] | 8 | 93 | 121[may fluoresce violet] | -1 | 61[may fluoresce violet]
COC(=O)Cc1csc(N)n1 | 5&9 | -5&0 | 102&96 | 5&3 | 89&103 | 105&98 | 14&12 | 99&97
Cc1nnc(Sc2nc3c(c(=O)n(C)c(=O)n3C)n2Cc2ccc(Cl)cc2)s1 | -8 | -1 | 95 | 1 | 98 | 98 | -9 | 100
COC(=O)CN(c1ccccc1F)S(=O)(=O)c1ccc(C)cc1 | -3 | 9 | 99 | 1 | 106 | 95 | -14 | 96
O=C(Nc1ccc(Cl)cc1)c1ccc2ncsc2c1 | -4 | -8 | 105 | 49* | 92 | 110 | 4 | 103
Clc1ccc(-c2nnc(N3CCOCC3)o2)cc1 | -4 | -2 | 105 | 3 | 109 | 101 | -17 | 101
O=c1[nH]c(C2CCN(S(=O)(=O)c3ccc(C(F)(F)F)cc3)CC2)nc2c1nnn2Cc1cccc(F)c1 | -2 | 8 | 98 | -5 | 112 | 103 | 7 | 106
Cc1cc(Cl)ccc1C1=CC(=O)C[C@H](c2ccc(F)cc2)C1 | -5 | 0 | 99 | -2 | 103 | 95 | 4 | 93
O=C(CC(C(=O)O)P(=O)(c1ccccc1)c1ccccc1)c1ccc(Br)cc1 (centres undefined) | -2 | -5 | 102 | 2 | 108 | 102 | 1 | 101
Cc1c(-c2ccccc2)nc2ccccc2c1C(=O)Oc1ccc([N+](=O)[O-])cc1 | -7 | -16 | 118 | 4 | 79 | 95 | 4 | 97
C=CCn1c(COc2ccccc2)nnc1SCc1ccc(C#N)cc1 | 5 | -7 | 111 | 2 | 103 | 101 | 6 | 100
COC(=O)c1cc(C(=O)NNC(=O)c2ccc3c(c2)OCO3)cc([N+](=O)[O-])c1 | 1 | 9 | 105 | 2 | 115 | 104 | 12 | 104
CCOc1ccc(CC(C(N)=O)C(N)=O)cc1CN(C)C | -4 | 8 | 109 | 3 | 100 | 133 | 3 | 101
COC(=O)Cn1c(=O)c(C(=O)CCl)c(N)n(Cc2ccccc2)c1=O | -3 | 3 | 108 | 1 | 103 | 112 | 25 | 110
COc1cccc(C2/C(=C(/O)c3ccc(F)cc3)C(=O)C(=O)N2CCN(C)C)c1 (centres undefined) | 5 | 6 | 93 | 1 | 87 | 99 | 0 | 97
COc1ccc(N(CC(=O)NC(C)(C)C)C(=O)c2ccco2)cc1 | 6 | 0 | 104 | 0 | 93 | 112 | 2 | 97
O=C(Nc1nc2ccccc2n1CCN1CCOCC1)c1ccc(Cn2cc([N+](=O)[O-])cn2)o1 | 8 | 8 | 84 | 19 | 97 | 87 | 11 | 100
CC(=O)Nc1ccc(S(=O)(=O)Oc2ccc(/C=N/NC(=O)c3ccc(Cl)cc3)cc2)cc1 | 2 | 2 | 100 | 2 | 113 | 105 | -15 | 101
C/C(=N\NC(=O)c1nnn(-c2nonc2N)c1-c1cccs1)c1ccc(O)cc1 | 4 | 6 | 101 | 0 | 103 | 110 | 13 | 101
O=C(CSc1nnc(NC(=O)c2ccco2)s1)Nc1ccccc1Cl | 7 | -3 | 97 | -2 | 93 | 106 | -9 | 99
C=CCOc1ccccc1/C=N/NC(=O)Cc1ccc(C)cc1 | -1 | -5 | 96 | 30 | 97 | 106 | -19 | 107
COc1ccc(C(CC(=O)c2ccccc2)CC(=O)c2ccccc2)cc1 | 4 | 9 | 97 | -1 | 95 | 96 | -1 | 98
COc1ccccc1N1CCN(C(=O)c2ccc3c(c2)CCN3S(=O)(=O)c2ccccc2)CC1 | -3 | 10 | 98 | 1 | 107 | 100 | 11 | 101
Next section:
SMILES | proCasp3 act | proCasp7 act | LAP4-GFP MLPCN | AHR activator | Yeast superoxide | MEP2 TOR yeast | JMJD2C inh | RPL19A-GFP yeast
COc1cccc(Nc2ccc([N+](=O)[O-])c3nonc23)c1 | -4 | -16 | 96 | 1 | 109 | 110 | -9 | 104
COc1ccc(N2CCN(C(=S)Nc3ccc(F)cc3)CC2)cc1 | -4 | -9 | 98 | -2 | 102 | 101 | 4 | 107
O=C(c1ccc(COc2ccccc2Cl)o1)N1CCCC1 | 3 | 9 | 105 | 5 | 92 | 92 | -5 | 97
Cc1ccc2c(c1)C(O)(CC(=O)/C=C/C=C/c1ccccc1)C(=O)N2 (centres undefined) | -2 | 0 | 91 | 8 | 114 | 97 | ? | 95
C=CCOc1ccc2c(c1)C(=NO)c1cc(OCC=C)ccc1-2 | -8 | 6 | 122 | -4 | 89 | 104 | 31 | 90
CNc1c(N=Cc2cccnc2)c(=O)n(C)c(=O)n1C | -6 | 0 | 100 | -1 | 105 | 102 | 5 | 109
COc1ccc(CCNC(=O)CSc2nn3c(=O)c(C)nnc3s2)cc1OC | -5 | 2 | 109 | 0 | 110 | 102 | 7 | 96
CS(=O)(=O)c1ccc(Cl)c(NC(=O)Cc2c(F)cccc2Cl)c1 | -1 | -4 | 108 | 0 | 106 | 93 | -9 | 96
O=S(=O)(NCC1CC1)c1cccc(S(=O)(=O)N2CCCC2)c1 | -2 | 8 | 91 | 5 | 99 | 98 | 7 | 96
CCS(=O)(=O)NCC(c1ccco1)N1CCN(c2ccccc2F)CC1 (centres undefined) | 8 | -11 | 98 | -1 | 111 | 103 | -8 | 100
C(=N\N(Cc1ccccc1)c1ccccc1)/c1ccco1 | 7 | 4 | 94 | -1 | 109 | 98 | -17 | 104
O=C(N/N=C/c1cc([N+](=O)[O-])ccc1O)C1C2CCCCC21 (centres undefined) | -4 | 2 | 98 | 5 | 105 | 107 | 8 | 109
CN(c1ccccc1)S(=O)(=O)c1cccc(NC(=O)c2ccc(=O)[nH]n2)c1 | 1 | 4 | 101 | 1 | 90 | 98 | -1 | 96
O=C(O)c1ccc(-n2c(-c3ccc(Br)cc3)n[nH]c2=S)cc1 | -14 | -6 | 94 | 3 | 112 | 91 | 0 | 90
CCN1C(=O)C2C(c3ccc(O)c(OC)c3)NC(C)(C(=O)OC)C2C1=O (centres undefined) | 4 | 6 | 95 | 3 | 92 | 100 | 5 | 100
O=C(/C=C/c1ccc([N+](=O)[O-])cc1)/C=C/c1ccco1 | -13 | -22 | 133 | -2 | 92 | 103 | 0 | 106
CN(CC(=O)Nc1ccccc1C(F)(F)F)C(=O)c1ccc(-c2ccc(Cl)cc2)o1 | 9 | -8 | 103 | 9 | 118 | 96 | 26 | 96
OCCN(Cc1ccccc1)Cc1ccccc1O | 1 | -4 | 100 | -1 | 118 | 99 | -2 | 102
CCOC(=O)C1=C(C)NC(C)=C(C(=O)OCC)C1C(=O)OCC(=O)NCc1ccco1 | 4 | -2 | 100 | 4 | 100 | 107 | -1 | 96
CCN(CC)CC(=O)Nn1c(C)nc2c(ncn2-c2ccccc2)c1=O | 9 | 3 | 137 | 3 | 98 | 108 | 3 | 114
CN(C)S(=O)(=O)c1cccc(NC(=O)COC(=O)C2CCN(C(=O)c3ccc(F)cc3)CC2)c1 | -6 | -5 | 102 | -2 | 108 | 105 | 2 | 96
COc1ccccc1C1CC(c2ccccc2)=NN1C(=S)Nc1ccccc1 (centres undefined) | -2 | -4 | 100 | 13 | 101 | 101 | -34 | 102
COc1ccc2cc(C(c3nnnn3CCc3ccccc3)N3CCC(O)CC3)c(=O)[nH]c2c1 (centres undefined) | 3 | 2 | 102 | 1 | 80 | 109 | · | 104
Cn1c(=O)[nH]c(=O)c2c1nc(SCC(O)CCl)n2Cc1ccccc1 (centres undefined) | -9 | 1 | 98 | 1 | 96 | 98 | 2 | 97
CSc1ccccc1OCc1cc(C(=O)NCCCc2ccccc2)no1 | 0 | -2 | 108 | 2 | 104 | 108 | 4 | 102
COc1cccc(Nc2nc(-c3ccc(O)cc3)cs2)c1 | -9 | -16 | 105 | 54* | 113 | 98 | -2 | 97
CC(C)(C)[C@@H]1C=C(C(N)=O)O[C@H](OCCCCO)C1 | 7 | 0 | 127 | 2 | 111 | 88 | 19 | 95
COc1ccc(S(=O)(=O)N(C)CC(=O)NCC2CCCO2)cc1OC (centres undefined) | 2 | 0 | 90 | -3 | 106 | 97 | 7 | 101
Cc1ccc(NC(=O)C(=O)NCc2ccc(/C=C(/C#N)C(=O)NCc3cccnc3)o2)cc1 | -1 | 16 | 99 | 4 | 94 | 101 | 8 | 95
COc1nc(OC)nc(Oc2ccc([N+](=O)[O-])cc2Cl)n1 | -12 | 2 | 87 | 6 | 102 | 102 | -2 | 102

In the list so far, seven have a nitro group on carbon.
SMILES | proCasp3 act | proCasp7 act | LAP4-GFP MLPCN | AHR activator | Yeast superoxide | MEP2 TOR yeast | JMJD2C inh | RPL19A-GFP yeast
Cc1c(-c2ccccc2)nc2ccccc2c1C(=O)Oc1ccc([N+](=O)[O-])cc1 | -7 | -16 | 118 | 4 | 79 | 95 | 4 | 97
COC(=O)c1cc(C(=O)NNC(=O)c2ccc3c(c2)OCO3)cc([N+](=O)[O-])c1 | 1 | 9 | 105 | 2 | 115 | 104 | 12 | 104
O=C(Nc1nc2ccccc2n1CCN1CCOCC1)c1ccc(Cn2cc([N+](=O)[O-])cn2)o1 | 8 | 8 | 84 | 19 | 97 | 87 | 11 | 100
COc1cccc(Nc2ccc([N+](=O)[O-])c3nonc23)c1 | -4 | -16 | 96 | 1 | 109 | 110 | -9 | 104
O=C(N/N=C/c1cc([N+](=O)[O-])ccc1O)C1C2CCCCC21 (centres undefined) | -4 | 2 | 98 | 5 | 105 | 107 | 8 | 109
O=C(/C=C/c1ccc([N+](=O)[O-])cc1)/C=C/c1ccco1 | -13 | -22 | 133 | -2 | 92 | 103 | 0 | 106
COc1nc(OC)nc(Oc2ccc([N+](=O)[O-])cc2Cl)n1 | -12 | 2 | 87 | 6 | 102 | 102 | -2 | 102

In another format: entries from further up.
SMILES,proCasp3 act,proCasp7 act,LAP4-GFP MLPCN,AHR activator,Yeast superoxide,MEP2 TOR yeast,JMJD2C inh,RPL19A-GFP yeast
CCOC(=O)C1=C(C)NC(C)=C(C(=O)OCC)C1C(=O)OCC(=O)NCc1ccco1,4,-2,100,4,100,107,-1,96
CCN(CC)CC(=O)Nn1c(C)nc2c(ncn2-c2ccccc2)c1=O,9,3,137,3,98,108,3,114
